Source: PubChem BioAssay
TbMetRS inhib = T. brucei MetRS inhibitors, primary screen, biochemical, luminescence | inhibition, % at 11.9 µM | purified T. brucei MetRS, ATP depletion, Kinase-Glo luminescence | methionyl-tRNA synthetase (Trypanosoma brucei brucei) | 360,000 compounds, 0.4% hits;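 active = inhibition above a per-plate cutoff of the control wells' mean inhibition plus 3 SD, cut at about 5.5% in these data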;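 note: 0% = DMSO wells median and 100% = median of wells with control inhibitor compound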
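Dosing: 11.9 µM single point; system: parasite MetRS enzyme; technique: luminescence of leftover ATP; times: 15 min enzyme-compound preincubation, 2 h reaction, 10 min detection, 25 °C; replicates: each compound tested once; read-out basis: percent inhibition relative to median high and low control wells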
MsrA inh = bovine MsrA enzyme inhibitors, primary screen, biochemical, absorbance, HTS; Methionine sulfoxide reductase A (Bos taurus); purified bovine MsrA, absorbance read-out; inhibition, % at 15.5 µM; 360,000 compounds, 0.75% hits; AID 651718, 2012; in the data active = inhibition above about 4.5%;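 note: 0% = vehicle wells with enzyme and 100% = reference inhibitor wells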
PABP1 MLLE inh = inhibitors of PABP1 MLLE–PAM2 peptide binding, primary screen, biochemical, fluorescence polarization, FITC-PAM2, GST-MLLE; inhibition, % at 20 µM; 360,000 compounds, 0.36% hits; AID 588489, 2011; in the data active = inhibition above about 35%, passing the limit was not always enough;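 note: plate controls were DMSO wells with GST-MLLE for no effect and wells lacking GST-MLLE protein for full effect; some results filed as inactive read as strong as hits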
Target sequence (P11940 whole entry, looked up): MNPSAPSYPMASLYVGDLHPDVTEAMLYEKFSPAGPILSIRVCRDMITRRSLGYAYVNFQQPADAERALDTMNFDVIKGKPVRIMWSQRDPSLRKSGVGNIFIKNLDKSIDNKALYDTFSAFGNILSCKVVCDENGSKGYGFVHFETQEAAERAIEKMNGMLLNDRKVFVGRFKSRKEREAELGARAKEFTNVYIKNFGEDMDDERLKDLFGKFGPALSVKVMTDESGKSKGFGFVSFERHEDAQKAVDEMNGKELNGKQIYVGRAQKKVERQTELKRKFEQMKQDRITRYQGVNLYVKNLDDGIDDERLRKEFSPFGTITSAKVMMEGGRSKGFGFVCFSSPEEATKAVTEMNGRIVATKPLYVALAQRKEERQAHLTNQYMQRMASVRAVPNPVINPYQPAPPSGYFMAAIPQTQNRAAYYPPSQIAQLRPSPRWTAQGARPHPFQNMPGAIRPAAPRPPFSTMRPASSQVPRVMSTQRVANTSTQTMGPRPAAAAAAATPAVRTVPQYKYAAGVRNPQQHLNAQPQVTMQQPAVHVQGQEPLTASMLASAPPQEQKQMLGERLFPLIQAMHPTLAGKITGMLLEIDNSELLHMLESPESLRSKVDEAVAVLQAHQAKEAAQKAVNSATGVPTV
FAS-TE inh = FAS thioesterase domain inhibitors, primary screen, biochemical, fluorescence intensity, uHTS | inhibition, % at 15 µM | AID 602261, 2012 | recombinant FAS-TE, OMFH fluorogenic substrate, fluorescence endpoint | 360,000 compounds, 0.67% hits;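 active = compounds whose normalised, plate-corrected inhibition of enzyme fluorescence in the single-dose primary screen is 50% or more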;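 note: 0% = DMSO with enzyme and 100% = substrate without enzyme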
MT1-MMP act inh = blockers of MT1-MMP proenzyme processing, primary screen, HT1080 RFP-PRO-GFP cells, GFP/RFP fluorescence; GFP/RFP ratio fluorescence, overnight; percent of plate control window, DMSO zero; Matrix metalloproteinase-14 (Homo sapiens), P50281; AID 651647, 2012; 360,000 compounds, 0.061% hits; GFP/RFP ratio change, % at 20 µM;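 active = GFP/RFP ratio change of at least 30% with cell ATP level not reduced by more than half and red fluorescence within 50% of control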; note: strong numbers were not always called active
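Read-out: GFP/RFP fluorescence ratio; Test system: RFP-PRO-GFP reporter HT1080 cells; Compound dosing: single-point 20 µM compound, 1% DMSO; Times: overnight compound exposure at 37 °C.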
SKN-1 block = suppressors of acrylamide-induced Pgst-4::GFP reporter in worms, primary screen, SKN-1 inhibitor project, whole organism, uHTS, GFP/RFP fluorescence ratio, strain VP596; inhibition, % at 21.8 µM; 360,000 compounds, 0.49% hits; C. elegans VP596 Pgst-4::GFP/RFP ratio, 24 h;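 active = interference check ratio from 0.5 to 1.5 plus GFP to RFP signal ratio inhibition reaching or exceeding a fixed threshold, cut at about 30% in these data, passing the limit was not always enough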; note: some compounds called inactive have numbers as strong as hits
E coli Lon inh = inhibitors of E. coli Lon protease, primary screen, biochemical, fluorescence polarization; purified E. coli Lon protease; 360,000 compounds, 0.42% hits; inhibition, % at 7.94 µM; in the data active = inhibition above about 13%, passing the limit was not always enough;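 note: 0% = enzyme with probe and DMSO and 100% = no enzyme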
bovine MsrA act = bovine MsrA enzyme activators, primary screen, biochemical, absorbance, HTS; purified bovine MsrA, absorbance read-out; activation, % at 10.6 µM; 360,000 compounds, 0.3% hits; AID 602163, 2012; Methionine sulfoxide reductase A (Bos taurus); in the data active = activation above about 7.5%;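 note: 0% = vehicle and 100% = reference activator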
NRP1-CendR mod = modulators of CendR peptide binding to NRP-1, primary screen, biochemical, fluorescence polarization, uHTS; inhibition, % at 25 µM; FAM-RPARPAR peptide binding to NRP-1; AID 602438, 2012; 360,000 compounds, 0.85% hits;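 active = inhibition or corrected inhibition above about 18%, plus a signal ratio from 0.5 to 1.5, limit read from the data, passing the limit was not always enough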; note: strong numbers were not always called active
An asterisk follows results filed as active; . = no result given.

SMILES	TbMetRS inhib	MsrA inh	PABP1 MLLE inh	FAS-TE inh	MT1-MMP act inh	SKN-1 block	E coli Lon inh	bovine MsrA act	NRP1-CendR mod
Cc1ccc(S(=O)(=O)N2CCN(C(=O)Cc3ccccc3)CC2)cc1C	-0.3	0.8	-16	-1	2	0	5	-1	23*
CCOC(=O)C1C(=O)CC(C)(O)C(C(=O)OCC)C1c1cccc(OC)c1 (stereo not given)	-0.3	-1.1	16	-3	-6	7	-4	-1	0
COc1cc2[nH]c(=O)n(Cc3ccc(C(=O)NCCCN4CCN(C)CC4)cc3)c(=O)c2cc1OC	0.2	-0.1	-4	-4	4	21	-9	-4	8
Cc1cc(F)ccc1NCc1ccccc1[N+](=O)[O-]	0.0	0.2	-6	21	2	8	5	-5	14
O=C(CSc1nnc(NC(=O)c2c(F)cccc2F)s1)NC1CCCC1	-0.4	-0.2	7	-1	1	5	8	8	8
COc1ccc(S(=O)(=O)NCC2CCC(C(=O)O)CC2)cc1 (stereo not given)	-0.5	0.3	-5	-5	-3	5	6	-3	0
CCOC(=O)Cc1csc(NC(=O)c2cccc([N+](=O)[O-])c2)n1	-0.1	0.4	-12	18	5	-5	-3	-3	-9
Cc1nc2cc(NC(=O)Nc3cccc4ccccc34)ccc2n1C	-0.5	0.7	-3	-8	4	-3	-3	-2	4
COc1ccc(C(=O)/C=C(\C)Nc2ccc(NC(C)=O)cc2)cc1	-0.4	2.1	-8	-5	2	8	-12	-2	5
CSCCC(NS(=O)(=O)c1ccc(C)cc1)C(=O)N1CCN(S(=O)(=O)c2ccc(F)cc2)CC1 (stereo not given)	-0.4	-0.4	-2	1	-4	-16	-10	-5	0
CCc1ccc(NC(=O)CSCCO)cc1	0.2	-0.1	7	-9	1	-8	-1	-2	-5
COc1ccc(C)cc1Nc1nc(-c2c[nH]c3ccccc23)cs1	0.0	-0.2	-22	8	-2	15	-16	-1	-48
CS(=O)(=O)N(CC(=O)Nc1cccnc1)c1ccc2c(c1)OCO2	-0.2	0.1	11	-5	0	13	-4	-3	8
CNC(=O)C1CN(C(=O)c2cccc(S(=O)(=O)N3c4ccccc4CC3C)c2)c2ccccc2O1 (stereo not given)	0.3	-0.7	11	7	-2	6	-9	-3	8
COc1ccc(S(=O)(=O)N2CCOCC2)cc1NC(=O)COC(=O)CCOc1ccc(C)cc1	-0.1	-1.0	8	5	-3	5	5	-5	-16
COC(=O)c1ccccc1NC(=O)c1ccccc1OC	-1.6	-0.8	-3	7	-1	4	8	-1	-1
O=C(O)CCCNC(=O)c1ccccn1	0.1	-0.6	9	-6	4	-7	-25	-2	-5
Cc1ccc(-c2[nH]c(=O)n3ccncc23)s1	-0.1	0.7	3	-6	-5	-4	2	-3	-18
COc1ccc(C2=NCCn3nc4cc([N+](=O)[O-])ccc4c32)cc1	-0.3	1.0	-19	-7	1	-4	-16	-5	-32
CCc1ccc(-c2cc(C)no2)cc1S(=O)(=O)N1CCN(c2cc(C)ccc2C)CC1	-0.8	0.3	12	24	-3	-6	-2	-5	-9
Cc1cc(NC(=O)CSc2nnc3ccccn23)no1	0.1	-0.9	15	-8	-1	-4	1	-2	-3
COc1ccc(C2NC(=O)NC3=C2CCc2ccccc23)cc1 (stereo not given)	0.9	.	-23	-9	-2	7	-10	-8	-8
N#CCCN(C(=O)COC(=O)C12CC3CC(CC(O)(C3)C1)C2)c1ccc(F)cc1	0.1	0.3	4	-9	0	-19	2	-2	4
CC1CN(CCC(=O)Nc2ccccc2F)CC(C)O1 (stereo not given)	-0.6	-0.1	7	-6	-2	-2	6	2	-7
CCCN(CCC)C(=O)CC(c1ccccc1)c1ccco1 (stereo not given)	0.1	-0.7	-1	3	-3	-1	-9	-2	-5

(listing goes on)
SMILES	TbMetRS inhib	MsrA inh	PABP1 MLLE inh	FAS-TE inh	MT1-MMP act inh	SKN-1 block	E coli Lon inh	bovine MsrA act	NRP1-CendR mod
Cc1ccccc1NC(=O)c1cccc(S(=O)(=O)Oc2ccc([N+](=O)[O-])cc2)c1	-1.1	-0.2	2	30	7	1	4	-11	15
CC(=O)NCCC(=O)Nc1nc2c(ccc3ccccc32)s1	0.6	0.7	-4	-3	5	11	6	-3	4
C1=C(c2cccc3ccccc23)N2CCN=C2S1	-1.3	-0.5	-5	-217	-3	2	-3	-7	-6
Cc1ccccc1N1CCN(C2CCCN(C(=O)CN3CCCC3=O)C2)CC1 (stereo not given)	0.0	-0.1	-9	-5	-3	12	-13	-2	9
CCCc1nc2oc(C(=O)OCC)c(N)c2c2c1COC(C)(C)C2	0.3	0.1	-16	-2	4	13	8	-1	-2
O=C(Nc1ccccc1-c1nnc(SCc2ccccc2Cl)o1)c1ccccc1	-0.9	1.1	-81	28	-2	14	6	-1	-18
COc1cc(C=C2C(=O)OC(C)(C)OC2=O)cc(Cl)c1OCC(=O)Nc1ccccc1	-1.0	1.7	-6	-3	2	5	4	-10	-63
O=C(CSc1cn[nH]n1)Nc1ccc(Cl)cc1Cl	0.3	0.0	-5	-20	-4	11	-3	0	1
O=C(Cn1nnc2ccccc21)N/N=C\c1cccs1	-0.2	1.9	5	-9	5	5	-7	-2	1
Cc1c(C(=O)NCc2ccc3c(c2)OCCO3)sc(=O)n1Cc1ccc(S(=O)(=O)N(C)C)cc1	-0.4	-0.4	-7	5	-3	-4	-2	-2	-8
O=C(CCc1ccccc1)Nc1ccccc1OC(=O)c1ccccc1	0.4	-0.6	3	5	0	-6	-13	-1	4
COc1ccccc1C(=O)NNC(=O)c1ccc(O)cc1	-0.2	0.0	6	-2	4	-1	8	-3	9
Cc1ccc(-n2nc3c(c2NC(=O)c2ccco2)CS(=O)(=O)C3)cc1	-0.5	-0.3	7	-5	-2	10	7	0	-9
C=CCC(COCc1ccccc1)NS(=O)(=O)c1ccccc1Br (stereo not given)	0.0	-0.7	2	8	3	-6	-8	-2	3
COc1ccc(CCNc2cc(-c3ccccc3)nc3ncnn23)cc1	0.4	1.4	6	0	-3	17	-1	0	-6
Cc1[nH]c(-c2ccco2)nc1C(=O)O	-1.3	2.2	4	-8	-3	9	-7	-10	-11
O=C(O)c1cc(S(=O)(=O)NCCOc2ccccc2)ccc1Cl	-0.5	0.6	2	-9	-2	15	2	-1	-5
O=C(N/N=C/c1cccnc1)c1ccccc1Cl	-0.1	-1.3	6	-2	0	-20	-5	-7	-2
CCN(C[C@H]1N[C@@](C)(C(=O)OC)[C@H]2C(=O)N(Cc3ccccc3)C(=O)[C@@H]12)C(=O)Nc1ccc(C)cc1	-2.0	0.1	-5	-2	2	-5	-5	-10	0
Cc1ccc2cccc(NC(=S)NC(=O)c3ccn(C)n3)c2n1	-0.6	0.9	31	4	2	5	-4	-4	5
Cc1ccc(-c2c[n+](CC(=O)Nc3nc(-c4ccccc4)cs3)c3n2CCC3)cc1	-0.5	-0.1	-1	-9	-6	-11	3	-2	3
c1ccc(CSc2nnc(Cc3ccccn3)o2)cc1	-0.7	0.0	-12	0	3	-24	0	1	8
CCOc1ccc(S(=O)(=O)NCC2CCCO2)cc1 (stereo not given)	0.5	-0.5	-7	-8	-1	12	5	-3	-10
Cc1cc2c(cc1S(=O)(=O)NCc1ccccc1Cl)OCCN2C	-0.1	0.4	1	6	-4	21	4	-2	5
CCN(CC)C(=O)c1sc2nc(N3CCOCC3)c3c(c2c1N)CCCC3	-0.2	2.1	20	2	-1	-2	-3	4	13

One compound at a time, as listed above. Order of values: TbMetRS inhib	MsrA inh	PABP1 MLLE inh	FAS-TE inh	MT1-MMP act inh	SKN-1 block	E coli Lon inh	bovine MsrA act	NRP1-CendR mod
Entry for Cc1ccccc1N1CCN(C2CCCN(C(=O)CN3CCCC3=O)C2)CC1 (stereo not given) = 0.0	-0.1	-9	-5	-3	12	-13	-2	9
Entry for C1=C(c2cccc3ccccc23)N2CCN=C2S1 = -1.3	-0.5	-5	-217	-3	2	-3	-7	-6
Entry for Cc1ccc2cccc(NC(=S)NC(=O)c3ccn(C)n3)c2n1 = -0.6	0.9	31	4	2	5	-4	-4	5
Entry for Cc1ccc(-n2nc3c(c2NC(=O)c2ccco2)CS(=O)(=O)C3)cc1 = -0.5	-0.3	7	-5	-2	10	7	0	-9

The listing continues:
SMILES	TbMetRS inhib	MsrA inh	PABP1 MLLE inh	FAS-TE inh	MT1-MMP act inh	SKN-1 block	E coli Lon inh	bovine MsrA act	NRP1-CendR mod
CCc1ccc(C(=O)NC(C(=O)O)C(C)C)cc1 (stereo not given)	-0.4	-0.2	-1	-9	-2	0	-3	-2	9
CCCCCCCNC(=O)C1(CC2CC(c3ccc(Cl)cc3)=NO2)CCN(C(=O)OC(C)(C)C)CC1 (stereo not given)	0.2	-0.3	-16	-1	-11	7	7	-2	-9
CC(=O)NCC(=O)NC(Cc1ccccc1)C(N)=O (stereo not given)	-0.6	-0.1	-12	-6	1	0	-4	1	-4
CCOP(=O)(OCC)C(NC(=O)Nc1cccc(Cl)c1)c1ccccc1 (stereo not given)	-0.3	0.1	19	11	2	-2	13	-2	3
CCCC(=O)Nc1ccccc1NC(=O)CN(C)S(=O)(=O)c1ccc(C)cc1	-0.5	1.2	-2	-2	0	-5	3	-5	15
Cc1ccc(-n2c(SCC(=O)NCC3CCCO3)nc3ccccc3c2=O)cc1C (stereo not given)	-0.4	0.3	7	-7	-1	2	13	3	14
CC1(C(=O)NS(=O)(=O)c2ccccc2Cl)CCN1C(=O)CC(c1ccccc1)c1ccccc1 (stereo not given)	-0.3	-0.4	6	-7	-5	1	6	-3	-5
CCOC(=O)[C@]12CCCC=C1N(Cc1ccc3c(c1)OCO3)C(=O)[C@H](CC(=O)NCCCOC)C2	-1.2	2.6	.	-10	3	-2	-8	-6	-10
Cc1cc(C)n(-c2nc(NCCN(C)C)c3c4c(sc3n2)CCCC4)n1	-0.8	-0.3	-11	-17	-1	-1	2	-5	0
CCC(Cc1ccccc1)NS(=O)(=O)c1csc(C(N)=O)c1 (stereo not given)	0.5	0.3	1	-5	-1	3	-5	-4	-10
Oc1ccc(Cl)cc1/C=N/c1nc2ccccc2[nH]1	1.8	-1.0	-40	-8	2	12	-9	-2	-10
CCOC(=O)C1CCN(C(=O)c2ccc(SC)cc2OC)CC1	-0.5	-0.5	5	0	1	4	5	-3	8
CC1=[N+]([O-])C(C)(C)C(C)N(O)C1=O (stereo not given)	-0.8	0.3	-3	-7	-5	13	0	0	7
COC(=O)CCSCC(=O)Nc1ccc(S(=O)(=O)N2CCOCC2)cc1OC	-0.1	0.4	28	-4	-1	2	4	-2	11
O=C1C=C(c2cc3ccccc3s2)CCC1	-0.2	2.0	2	-5	0	2	-12	-3	5
CSc1ccccc1N=CC1=C(O)CC(C)(C)CC1=O	-0.8	1.6	5	1	4	-7	-10	-6	0
N#CC1(NC(=O)COC(=O)CNC(=O)c2sc3ccccc3c2Cl)CCCCC1	-0.4	1.4	-12	-2	6	1	-8	-3	-8
O=[N+]([O-])c1cccc(/C=N/N2CCN(c3ccccn3)CC2)c1	-0.4	0.1	14	25	5	7	-19	-2	1

The order is random (roughly 4% active in at least one column).
